Source: PubChem BioAssay (several laboratories)
C-LANA FP – inhibitors of KSHV LANA C-terminal domain DNA binding | MBP-C-LANA/FAM-LBS DNA binding, fluorescence polarization | inhibition, % at 9 µM | 340,000 tested, 0.078% active;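 active means highest replicate inhibition at or above 60% at 9 µM, even if other replicates fall short; inactive means all replicates below 60% inhibition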;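 further: 0% = neutral control wells and 100% = 4 µM acridine orange control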
RTF Ca sens act – cardiac RTF calcium sensitization; P19429+P45379; IANBD-labeled TnC RTF fluorescence at EC20 calcium; 0% EC20 calcium, 100% full calcium; activation, % at 7.2 µM; 340,000 tested, 0.24% active; AID 493008;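 active means activation above the mean over all tested compounds plus 3 SD, cut at about 30% in these data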;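 further: rise in fluorescence read as greater calcium sensitivity of cardiac thin filaments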
DAGLB inh – diacylglycerol lipase beta (human) inhibition; HEK293T DAGLB membrane lysate, EnzChek fluorogenic substrate; 340,000 tested, 0.059% active; inhibition, % at 5.17 µM; in the data active means inhibition above about 34%;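 further: 0% = enzyme with vehicle and 100% = wells lacking enzyme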
Cardiac RTF inh – cardiac RTF calcium desensitization; P19429+P45379; IANBD-labeled cardiac RTF, Ca2+ fluorescence; inhibition, % at 7.15 µM; 340,000 tested, 0.12% active; AID 493244;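 active means inhibition above the mean inhibition of all tested compounds plus 3 SD, cut at about 17% in these data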;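 further: assay run at fixed EC70 calcium of 1.6 mM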
PKA-R2B act – activators of human PKA-R2B complex; PKA-R2B holoenzyme dissociation, Cy5-IP20 fluorescence polarization; R2B truncated from residue 108, S112A mutant; 0% DMSO only, 100% 113 µM cGMP; AID 504700; P22694+P31323; 340,000 tested, 0.079% active; activation, % at 11.4 µM;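 active means activation above a cutoff set at the mean over all compounds plus 3 SD, cut at about 18% in these data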;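 further: higher means more holoenzyme dissociation and a rise in polarization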
Target sequence (P31323 whole entry, looked up, other chains not shown, the tested form may be a part): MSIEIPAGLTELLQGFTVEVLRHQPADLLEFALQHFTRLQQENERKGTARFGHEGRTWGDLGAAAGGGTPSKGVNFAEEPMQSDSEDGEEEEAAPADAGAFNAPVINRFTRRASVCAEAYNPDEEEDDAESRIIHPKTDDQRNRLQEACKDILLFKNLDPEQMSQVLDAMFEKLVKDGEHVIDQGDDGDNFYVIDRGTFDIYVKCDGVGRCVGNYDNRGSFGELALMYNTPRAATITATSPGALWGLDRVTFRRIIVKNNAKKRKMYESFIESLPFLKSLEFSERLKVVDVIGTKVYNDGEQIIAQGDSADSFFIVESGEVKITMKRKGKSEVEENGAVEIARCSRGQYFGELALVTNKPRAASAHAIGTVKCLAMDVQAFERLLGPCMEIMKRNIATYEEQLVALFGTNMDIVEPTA
SR-BI uptake up – activators of SR-BI mediated HDL lipid uptake; activation, % at 12.5 µM; 320,000 tested, 0.096% active; AID 504775; CHO ldlA[mSR-BI] cells, DiI-HDL uptake fluorescence, 3 h; 100 = double the neutral-control signal;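 active means mean replicate activation of at least 60% and every replicate at or above 60%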;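 further: 0% = median plate neutral-control signal and 100% = twice that signal; values of inactives mirror those of a sister screen read the other way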
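Assay system: LDL receptor-deficient CHO ldlA cells overexpressing murine SR-BI / Medium: BSA-supplemented, HEPES-buffered Ham's F12, pH 7.4 / Probe or stimulus: DiI-labelled HDL at 10 µg/mL final / Timing: compound with DiI-HDL co-incubation, 3 h at 37 °C / Technique: bottom-read cell fluorescence after medium removal, ex 550/em 595 nm / Measure: HDL uptake via cellular fluorescence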
CAL PDZ FP-1 – blocks peptide binding to human CAL PDZ domain; Q9HD26; purified CAL PDZ, TMR-peptide fluorescence polarization, 1 h; inhibition, % at 20 µM; 330,000 tested, 0.02% active; AID 504414;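 active means highest replicate inhibition of at least 40%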;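 further: plate controls were DMSO neutral control wells for no effect and unlabeled competitor peptide control wells for full effect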
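Test system: purified CerCALP PDZ construct; Compound dosing: one concentration, 20 µM compound; Also added: TMR-labelled reporter peptide T*-PRC34 bound in PDZ groove; Read-out: inhibition from polarization loss; Controls: unlabelled peptide and DMSO controls; Signal: FP readout, S and P plane fluorescence; Incubation: 1 h at RT.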
Keap1-Nrf2 PPI – Keap1-Nrf2 (human) interaction inhibition; Keap1 Kelch-Nrf2 peptide fluorescence polarization, 1536-well; inhibition, % at 9.4 µM; Q14145; 340,000 tested, 0.15% active; in the data active means inhibition above about 12%;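 further: human Keap1 Kelch domain with fluorescein labeled Nrf2 9mer peptide probe; 0% = neutral control wells and 100% = peptide positive control; higher means more block of Keap1 binding to Nrf2 peptide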
CAL PDZ FP-2 – CAL PDZ (human) peptide binding inhibition; Q9HD26; purified CAL PDZ, TMR-peptide fluorescence polarization, 1 h; inhibition, % at 24.9 µM; 300,000 tested, 0.92% active; AID 602252;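 active means mean inhibition of at least 30% with at least half of replicates also reaching 30%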;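 further: 0% = DMSO neutral control and 100% = excess unlabeled competitor peptide PRC23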
Rtt109 Vps75 – inhibitors of Candida albicans Rtt109/Vps75 histone acetyltransferase; Q5AAJ8; purified Rtt109/Vps75, ThioGlo CoA-SH fluorescence, 4 h; inhibition, % at 34.9 µM; 330,000 tested, 0.16% active;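 active means inhibition of at least 50% in every replicate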
Target sequence (Q5AAJ8 whole entry, looked up): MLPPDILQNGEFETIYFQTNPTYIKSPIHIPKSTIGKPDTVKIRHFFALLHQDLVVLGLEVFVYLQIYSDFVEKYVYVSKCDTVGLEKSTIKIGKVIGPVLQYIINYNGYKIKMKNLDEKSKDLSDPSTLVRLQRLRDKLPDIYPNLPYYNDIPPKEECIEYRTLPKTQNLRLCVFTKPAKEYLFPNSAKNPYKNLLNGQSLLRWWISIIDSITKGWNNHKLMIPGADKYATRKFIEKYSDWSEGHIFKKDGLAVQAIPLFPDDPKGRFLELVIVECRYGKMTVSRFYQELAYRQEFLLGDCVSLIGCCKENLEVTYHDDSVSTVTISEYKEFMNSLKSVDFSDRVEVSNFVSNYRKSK
Active calls of the source: *; x = no result given.

SMILES | C-LANA FP | RTF Ca sens act | DAGLB inh | Cardiac RTF inh | PKA-R2B act | SR-BI uptake up | CAL PDZ FP-1 | Keap1-Nrf2 PPI | CAL PDZ FP-2 | Rtt109 Vps75
c1ccc(COc2cccc(CNn3cnnc3)c2)cc1 | -0.3 | 4.9 | -3.8 | -1.7 | -13.6 | 18.7 | -0.6 | 0.9 | 2.5 | -2.4
COC(=O)c1sc(NC(=O)c2c(OC)cccc2OC)c(C#N)c1C | 1.1 | 3.9 | 10.3 | -3.7 | 2.1 | -59.5 | -1.3 | -7.1 | 0.2 | 6.4
C=C(C)c1cccc(C(C)(C)NC(=O)N2CCCC(C)C2)c1 (stereo unspecified) | 0.2 | 0.4 | -2.2 | 2.8 | -2.3 | -0.1 | 0.7 | -0.2 | -1.8 | 0.7
Cc1cc(COC(=O)C2N3C(=O)[C@@H](NC(=O)COc4ccccc4)[C@H]3SC2(C)C)on1 (stereo partly specified) | -5.2 | -4.3 | 0.4 | -16.2 | -5.1 | 5.4 | -0.8 | 0.8 | -1.1 | -4.1
CC(=O)O[C@]1(C(C)=O)CC[C@H]2[C@@H]3C=CC4=CC(=O)C=C[C@]4(C)[C@H]3CC[C@@]21C | -2.4 | 4.9 | -3.9 | -1.6 | -4.6 | -6.4 | 0.2 | -2.9 | -3.3 | 2.6
CCN(CC)c1ccc(NC(=O)CCc2nnc3ccc(N4CCCC4)nn23)c(C)c1 | -1.5 | 6.1 | 3.6 | -6.7 | 4.3 | -1.0 | 0.7 | -1.1 | x | 8.1
c1ccc(OCc2nn3c(-c4cccnc4)nnc3s2)cc1 | -1.1 | 1.7 | -1.8 | 0.6 | 6.5 | 44.3 | -0.8 | -4.6 | -5.6 | -2.6
COc1ccc(OC(=O)CN2C(=O)C3C4CCC(C4)C3C2=O)cc1 (stereo unspecified) | 2.2 | -1.6 | -1.4 | -6.6 | 2.9 | 8.8 | -3.1 | -0.4 | -1.0 | 11.9
Cc1ccc(S(=O)(=O)N2C(=O)CCC2C(=O)O/N=C(\N)c2ccc([N+](=O)[O-])cc2)cc1 (stereo unspecified) | -0.4 | -0.2 | -0.8 | -6.2 | -7.4 | x | -0.3 | 3.9 | -1.7 | -5.4
Cc1ccc(CS(=O)Cc2ccc(C(=O)N3CCN(c4ccccc4)CC3)o2)cc1 (stereo unspecified) | -0.3 | -0.7 | -0.1 | -0.4 | 4.5 | 9.3 | -0.1 | -4.4 | -1.7 | 3.1
CCN(CC)C(=O)c1ccc(S(=O)(=O)c2ccccc2)cc1 | -4.7 | -0.2 | -0.1 | -5.7 | -1.5 | -2.6 | 0.4 | -4.2 | 3.4 | -1.6
CCOC(=O)C(C)c1c(C)[nH]c(=S)[nH]c1=O (stereo unspecified) | 4.9 | -4.2 | -1.9 | -8.0 | 3.3 | 5.6 | -0.4 | -0.2 | -1.6 | -14.6
CCn1c(O)c(/C=N/n2cnnc2)sc1=S | 18.5 | 4.7 | -2.9 | 0.1 | 2.3 | -4.4 | 0.6 | -5.2 | -4.8 | 3.7
O=C(Nc1ccc(Br)cc1F)c1ccc2nsnc2c1 | -0.9 | -8.2 | -4.0 | -1.2 | -2.5 | -17.4 | -2.6 | -2.0 | 0.5 | 5.4
Cc1ncc([N+](=O)[O-])n1Cc1ccccc1F | -0.6 | -1.3 | -0.3 | -5.1 | 6.0 | 9.9 | 0.7 | -1.4 | 4.8 | 2.4
Cc1ccc(C(=O)C2=C(O)C(=O)N(Cc3cccnc3)C2c2ccc(Cl)c(Cl)c2)o1 (stereo unspecified) | 0.8 | 2.2 | 2.0 | -0.5 | 11.8 | 16.3 | -4.0 | -4.5 | -3.4 | 6.8
COCCN(CCOC)S(=O)(=O)c1ccc(OC)cc1 | -0.6 | -7.3 | 1.4 | 3.3 | -11.0 | x | -0.4 | -3.6 | -0.8 | 1.6
CC1CN(C(NC(=O)c2ccccc2)C(Cl)(Cl)Cl)CC(C)O1 (stereo unspecified) | -1.3 | -0.8 | 1.1 | -0.9 | 0.3 | 12.8 | -0.3 | 4.6 | -1.0 | 0.0
CCN1CCN(CC(O)COc2ccc3c(c2)CCC3)CC1 (stereo unspecified) | 0.6 | 3.7 | 0.7 | -1.9 | -5.5 | 15.6 | -2.0 | -4.5 | 2.2 | 0.7
CCOC(=O)c1cc2occc2n1CC(=O)Nc1ccc(OC)cc1OC | 1.5 | 5.7 | -3.0 | -7.3 | -7.9 | -17.7 | 1.1 | -2.6 | 1.9 | 6.9
CCC1(C)CC(c2nc(-c3ccc(OC)cc3)cs2)CCS1 (stereo unspecified) | -0.1 | -1.8 | -12.9 | -3.1 | 3.5 | -3.7 | -0.1 | -3.2 | 4.2 | 10.7
O=C1OCCC1Sc1nc(-c2ccccc2)cs1 (stereo unspecified) | 0.6 | -3.0 | -2.0 | -1.4 | -9.1 | 19.7 | -0.7 | 4.8 | 1.3 | 0.1
Brc1cc(Br)c2nc3c(cc2c1)CCC3 | 1.5 | -3.1 | -4.9 | 4.2 | -6.3 | -4.7 | -2.0 | -6.1 | -3.3 | 6.8
Cc1c(C(=O)N2CCCC2)nnn1-c1nonc1N | -0.1 | 9.0 | -1.1 | -6.4 | -13.3 | 5.2 | x | -1.7 | -5.7 | -0.2
Cc1ccc(S(=O)(=O)N2CCN(S(=O)(=O)N3CCOCC3)CC2)c(C)c1 | 0.3 | 3.3 | -1.4 | -3.3 | -2.1 | -0.1 | -1.8 | -0.6 | 7.6 | -1.2
CCOC(=O)c1ccccc1NC(=O)CSc1nc2ccncc2[nH]1 | 1.2 | -2.4 | -0.1 | -2.7 | -1.3 | 16.2 | -1.6 | -3.1 | -0.6 | 14.8
CN(C)C(=O)C(NC(=O)c1ccccc1)=C(Cl)Cl | 1.0 | 0.7 | -1.0 | 0.1 | -1.8 | 22.0 | 0.5 | 0.0 | x | -3.2
O=C(Nc1cccc(C(F)(F)F)c1)Nn1cnnc1 | 0.8 | -2.8 | -0.5 | -7.0 | -9.9 | 9.7 | 0.5 | -0.2 | x | 5.5
CCN(CC(=O)NCc1ccc(F)cc1)S(=O)(=O)c1ccc(C)cc1 | 1.2 | -5.9 | -4.5 | 2.3 | -4.4 | 15.6 | x | 1.9 | 5.6 | 4.0
O=C(c1cc2ccccc2o1)N(Cc1ccco1)Cc1cccs1 | -1.0 | -0.9 | -4.5 | -8.9 | -7.7 | -27.5 | -1.6 | -4.5 | -2.4 | 0.1
CC(=O)c1c(C)[nH]c(C2=NNC(=NCc3ccccc3)SC2)c1C | -1.4 | 7.5 | 3.0 | 3.1 | -7.8 | -42.4 | -0.2 | -5.4 | -1.1 | x
CCOC(=O)C1=CNS(=O)(=O)NC1c1ccc(C[C@H](NC(=O)CNC(=O)CCc2ccccc2)C(N)=O)cc1 (stereo partly specified) | -0.8 | -3.6 | -1.9 | 0.0 | -1.6 | 35.3 | 0.2 | -1.2 | -2.7 | 5.4
OCC1OC(n2cnc3c(SCc4ccccc4)ncnc32)C(O)C1O (stereo unspecified) | 0.3 | -0.4 | 1.8 | -3.1 | -1.4 | -3.3 | -1.6 | 0.9 | -2.0 | 5.6
CSc1cccc(NC(=O)CCn2c(=O)c3cccn3c3cccnc32)c1 | 0.4 | -0.7 | 3.2 | -2.8 | -4.1 | -77.2 | -2.8 | -0.5 | -0.4 | -11.9
O=C(Cc1ccc(Br)cc1)NC1CCN(Cc2ccccc2)CC1 | -1.3 | 0.2 | -2.1 | -4.7 | -3.9 | -36.9 | -1.5 | 1.0 | -2.8 | -19.3
CC[n+]1c(/C=C/Nc2ccccc2)oc2ccc(OC)cc21 | -1.9 | 6.2 | -1.5 | -5.1 | 1.6 | -1.6 | -1.1 | -2.9 | -1.3 | -2.4
Cn1cc(Br)c(C(=O)NN2C(=O)C3C(C2=O)C2C=CC3C23CC3)n1 (stereo unspecified) | 0.1 | 1.3 | -3.0 | -12.9 | 3.6 | 26.5 | -3.0 | -3.3 | -2.9 | -14.5
CCCc1cc(=O)oc2c3c(cc(OCC(=O)NCCN4CCOCC4)c12)OC(C)(C)CC3 | 0.6 | -0.5 | -2.6 | 0.8 | -6.4 | -57.0 | -0.2 | -1.4 | -2.4 | -0.7
CCN(CC)c1ccc(NC(=O)COC(=O)/C=C/c2nc3ccccc3s2)cc1 | -1.5 | -2.9 | 0.7 | -11.2 | 4.6 | 6.7 | -4.1 | -4.7 | -2.7 | 10.3
Cc1cccc(C(=O)NCC(=O)NC(C)CCc2ccccc2)c1 (stereo unspecified) | 0.9 | -3.0 | 1.2 | -3.5 | -5.6 | -41.8 | -0.3 | 4.3 | 31.7* | -2.1
COc1cc(/C=N/NC(=O)c2ccoc2C)ccc1OCCN1CCCCC1 | -1.6 | -6.5 | -0.6 | -9.3 | -9.5 | -3.0 | -2.3 | -7.8 | -6.7 | 13.5
CCOC(=O)C1CCCN(Cc2ccc3c(c2)OCO3)C1 (stereo unspecified) | 0.8 | 5.3 | -2.2 | 1.8 | -16.2 | 1.6 | -2.4 | -0.3 | x | 6.9
CCOc1ccc(-c2nnn(CC(=O)NCc3ccco3)n2)cc1 | -1.3 | 1.2 | -0.1 | -6.8 | 4.6 | -5.4 | -0.9 | -3.4 | -1.2 | -2.1

Entries of single compounds, looked up by structure. Screens in order: C-LANA FP	RTF Ca sens act	DAGLB inh	Cardiac RTF inh	PKA-R2B act	SR-BI uptake up	CAL PDZ FP-1	Keap1-Nrf2 PPI	CAL PDZ FP-2	Rtt109 Vps75
CCC1(C)CC(c2nc(-c3ccc(OC)cc3)cs2)CCS1 (stereo unspecified) is entered as -0.1	-1.8	-12.9	-3.1	3.5	-3.7	-0.1	-3.2	4.2	10.7
O=C(Nc1cccc(C(F)(F)F)c1)Nn1cnnc1 is entered as 0.8	-2.8	-0.5	-7.0	-9.9	9.7	0.5	-0.2	x	5.5
CCCc1cc(=O)oc2c3c(cc(OCC(=O)NCCN4CCOCC4)c12)OC(C)(C)CC3 is entered as 0.6	-0.5	-2.6	0.8	-6.4	-57.0	-0.2	-1.4	-2.4	-0.7
CCOC(=O)c1ccccc1NC(=O)CSc1nc2ccncc2[nH]1 is entered as 1.2	-2.4	-0.1	-2.7	-1.3	16.2	-1.6	-3.1	-0.6	14.8
O=C1OCCC1Sc1nc(-c2ccccc2)cs1 (stereo unspecified) is entered as 0.6	-3.0	-2.0	-1.4	-9.1	19.7	-0.7	4.8	1.3	0.1

An unsorted share of the library (roughly 1.6% active in at least one column).
